# TbREL1 primary: TbREL1 inhibition, primary screen | TbREL1 RNA ligation, FRET fluorescence | inhibition, % at 9.66 µM | actives 0.49% (n = 89,000);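 active = inhibition above the mean inhibition across all screened compounds plus 3 SD, cut at about 11% in these data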;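 note: 0% = plate median of test wells and 100% = NSC42067 control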
# Target sequence (P86926 whole entry, looked up): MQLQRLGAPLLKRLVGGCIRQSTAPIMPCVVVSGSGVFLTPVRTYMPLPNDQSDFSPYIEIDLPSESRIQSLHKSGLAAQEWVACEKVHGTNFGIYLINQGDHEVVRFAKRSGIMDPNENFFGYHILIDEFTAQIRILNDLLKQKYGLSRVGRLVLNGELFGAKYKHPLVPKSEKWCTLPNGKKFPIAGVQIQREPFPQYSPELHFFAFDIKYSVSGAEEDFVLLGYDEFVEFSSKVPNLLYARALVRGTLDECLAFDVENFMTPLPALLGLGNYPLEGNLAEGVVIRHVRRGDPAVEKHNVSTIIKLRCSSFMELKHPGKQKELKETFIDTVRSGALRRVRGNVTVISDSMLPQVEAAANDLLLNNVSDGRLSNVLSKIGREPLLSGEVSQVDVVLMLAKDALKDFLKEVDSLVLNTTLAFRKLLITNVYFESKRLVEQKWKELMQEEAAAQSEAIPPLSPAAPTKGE
# Starred values were filed as active, the others as inactive. A portion of the library. The share of hits here may be higher or lower than overall.
SMILES,TbREL1 primary
c1cc(C2CCN(Cc3nc(-c4ccc5c(c4)OCO5)no3)CC2)ccn1,-2
CCOc1ccc(NC(=S)NS(=O)(=O)c2cc(Br)ccc2OCC)cc1,-6
COc1ccc(CNC(=O)CN2C(=O)C3CCCN3c3ncc(Cl)cc32)cc1 (stereo not drawn),-2
CC(C)(CNC(=O)Cc1ccc(Cl)cc1Cl)N1CCCCC1,4
O=c1c(-c2cccs2)nc2ccccc2n1C(CCc1ccccc1)c1nc2ccccc2[nH]1 (stereo not drawn),-1
CC(=O)c1cc(F)c(N2CCN(C(=O)COc3ccc(F)cc3)CC2)cc1C,-5
O=C(O)CNS(=O)(=O)c1c(Cl)cccc1Cl,-1
CC(=O)N1CCN=C1SCc1ccc(C)cc1,0
CCOC(=O)c1ccc(N(C(=O)CNC(=O)c2ccco2)C(C(=O)NCC2CCCO2)c2ccc(OC)c(OC)c2)cc1 (stereo not drawn),-2
CN(C)[C@@H]1CCN(c2ccc3c(c2)O[C@@H]2CCN(C2)S3(=O)=O)C1,-1
COc1ccc2nc(C3CCCCC3)nc(C3CCCCC3)c2c1,3
CCOC(=O)C1CCN(C(=O)C2CCN(c3nnc(-n4cccc4)s3)CC2)CC1,4
CCN1C(=O)C2C(c3cccc(F)c3)NC(C)(C(=O)OC)C2C1=O (stereo not drawn),-2
O=C1C2C3C=CC(C4CC34)C2C(=O)N1/N=C/c1ccc([N+](=O)[O-])o1 (stereo not drawn),-1
CC(=O)SC1CC(=O)N(c2c(C)cccc2C)C1=O (stereo not drawn),-1
COc1ccc(C(=O)C(=O)N2CCC(c3ccccc3)CC2)cn1,2
O=C(O)CCNC(=S)Nc1cccc(F)c1,2
COC1CCCN(C(=O)c2ccc(OC3CCN(CCc4ccccc4)CC3)cc2)C1 (stereo not drawn),1
Cc1ccc2c(c1)c1nnc(SCC(=O)Nc3ccccc3C(F)(F)F)nc1n2CC(=O)O,-1
CCC(=O)NCCN1CCN(C(=O)CC)CC1,0
Cn1c2c(c(=O)n(C)c1=O)C(c1cccc([N+](=O)[O-])c1)Nc1ccccc1O2 (stereo not drawn),0
COc1ccc(Cl)cc1N(CC(=O)NCC(C)C)S(=O)(=O)c1ccc(C)c([N+](=O)[O-])c1,-2
C/C(=N/NC(=O)CN1CCN(S(=O)(=O)c2ccc(Br)cc2)CC1)c1ccncc1,4
CC(C)[C@@H]1C(=O)N[C@H](Cc2cn(S(=O)(=O)c3ccccc3)c3ccccc23)C(=O)N1C,-1
Cc1ccc(N=CC=C2OC(C)(C)C(C)(C)O2)c(C)c1,-2

# Further structures follow:
SMILES,TbREL1 primary
Cc1ccnc2nc(C(=O)NCc3cccs3)nn12,-2
CSc1nsc(SCC(=O)Nc2ccc3c(c2)OCCO3)n1,0
Cc1cccc(C)c1NC(=O)C1CCN(C(=O)c2cccs2)CC1,1
COc1ccc(NC2(c3ccccc3)OC(=O)c3ccccc32)cc1 (stereo not drawn),-1
Cc1nc(CNC(=O)c2ccccc2OC2CCN(S(C)(=O)=O)CC2)cs1,1
COc1ccc(CNC(=O)C(c2cccs2)N(Cc2ccco2)C(=O)Cc2cccs2)cc1 (stereo not drawn),2
O=C(CSc1nnc(-c2ccccn2)n1-c1ccccc1)Nc1ccc2c(c1)OCCO2,0
COc1ccc(-c2nc3ccc(C)cn3c2Cc2ccccc2)cc1OC,5
CC(C)C[C@H]1COc2cccc(F)c2S(=O)(=O)N1Cc1cn(CCC2OCCCO2)nn1,-2
Cc1cccn2c(=O)c3cc(C(=O)NC4CCCC4)sc3nc12,3
O=C(Nc1cccc(C(F)(F)F)c1)O[C@@H]1CC[C@@]23CCCN2C(=O)CCC[C@H]3C1,-3
CN1CC(=O)N2C(c3cccc([N+](=O)[O-])c3)c3[nH]c4ccccc4c3C[C@H]2C1=O (stereo partly drawn),6
CCc1ccccc1NC(=O)/C(=C/c1ccco1)c1ccccc1,2
CC1(C)C(=O)Nc2ccccc2N1C(=O)COC(=O)c1cc(Cl)cc(Cl)c1,0
COc1cc(C(C[N+](=O)[O-])c2c(-c3ccccc3)cc3ccccn23)cc(OC)c1OC (stereo not drawn),-2
CCOC(=O)c1sc2ncnc(Nc3cccc(C(=O)O)c3)c2c1C,5
COc1ccc(CCNC(=O)C2CC3Cn4c(nc5cc(C)c(C)cc54)C3N2C)cc1 (stereo not drawn),4
COc1cc(/C=N/NC(=O)c2ccc(Cn3cc([N+](=O)[O-])cn3)o2)cc(Br)c1O,4
COC(=O)c1ccc(/C=N/N2C(C)CCCC2C)cc1 (stereo not drawn),-4
CC(OC(=O)C1CCN(S(=O)(=O)c2ccc(C(C)(C)C)cc2)CC1)C(=O)N(C)C1CCCCC1 (stereo not drawn),2
COc1ccc(N2CCN(Cc3cc(=O)oc4cc(-c5ccccc5)c(O)cc34)CC2)cc1,0
Cc1cc2nnc(SCC(=O)N(C)C3CCS(=O)(=O)C3)n2c2ccccc12 (stereo not drawn),1
O=C(Nc1ccc2c(c1)OCO2)N1CCOCC1,0
CN(c1ccccc1)S(=O)(=O)c1cccc(NC(=O)C2CC(=O)N(Cc3ccccc3)C2)c1 (stereo not drawn),0
O=C(CSc1nc2c(oc3ccccc32)c(=O)n1CC1CCCO1)NCc1ccc(F)cc1 (stereo not drawn),2

# Further records
SMILES,TbREL1 primary
CCOC(=O)C1CCN(C(=O)c2cc(OCC)c(OCC)c(OCC)c2)CC1,-1
CCOC(=O)C1CCCN(C(=O)Nc2c(-c3ccccc3)noc2C)C1 (stereo not drawn),5
COC(=O)[C@]12C[C@H](CC(=O)NCc3cccc(C(F)(F)F)c3)C(=O)N(CCc3ccc(OC)c(OC)c3)C1=C[C@H](COCc1ccccc1)O[C@@H]2C,-1
CN(C)S(=O)(=O)c1cccc(C(=O)OCC(=O)Nc2ccc3c(c2)OCCO3)c1,-1
COc1cc(/C=C/C(=O)OCC(=O)NCc2ccc3c(c2)OCO3)cc(OC)c1OC,2
O=C(NCc1ccccn1)C1Nc2ccc(C(F)(F)F)cc2C2C=CCC12 (stereo not drawn),-1
COc1ccc(N2CC(C)Cn3c2nc2c3c(=O)n(Cc3ccccc3)c(=O)n2C)c(OC)c1 (stereo not drawn),-6
CCCCCCC#Cc1ccc2c(c1)COc1c3ccccc3nn1-2,1
COc1ccc2c(c1OC)C(=O)OC2Nc1ncccc1C (stereo not drawn),-1
Cn1nnc(NCc2cc(Br)ccc2OCc2cccs2)n1,3
O=c1c(O)c(-c2cccs2)oc2ccccc12,5
CCOC(=O)c1c(/N=C/c2cc(C)ccc2O)sc2c1CCN(C)C2,-3
Cn1cccc1C(=O)NCCc1ccc(Cl)cc1,0
CCC(CC)CN1C(Nc2ccccc2)=NC[C@@H]1C,3
C=CCn1c(CCNC(=O)c2ccccc2F)nnc1SCC(=O)Nc1ccccc1F,1
CSc1ncccc1C(=O)N1CCCC(Nc2ccc(C)c(C)c2)C1 (stereo not drawn),-8
O=C(CNC(=O)c1ccc(Cl)cc1Cl)NCCCn1ccnc1,5
Cc1cccc(NC(=O)Cn2c(=O)n(Cc3ccccc3)c(=O)c3c(C)c(C)sc32)c1,1
CC(C)c1ccc(NC(=O)NC2CC3CCC(C2)N3Cc2cccs2)cc1 (stereo not drawn),6
COc1ccc(-c2nnc3ccc(SCC(=O)N4CCCCCC4)nn23)cc1OC,-1
CCOC(=O)[C@]12CCCC=C1N(CCC1=CCCCC1)C(=O)[C@H](CC(=O)NCC13CC4CC(CC(C4)C1)C3)C2,-1
CC(=O)NC(C)C(=O)OCC(=O)Nc1ccc(Br)cc1 (stereo not drawn),-2
Cc1ccc(N(C(=O)Nc2ccccc2)C2=NCC(C)S2)cc1 (stereo not drawn),-1
CCCCNC(=O)N1CCCC(N(C)CCc2ccc(OC)c(OC)c2)C1 (stereo not drawn),-3
Cc1onc(-c2c(F)cccc2Cl)c1C(=O)Nc1cc(S(=O)(=O)N2CCCCC2)ccc1O,22*

# Additional entries follow:
SMILES,TbREL1 primary
COc1ccccc1NC(=O)COC(=O)c1cc(C)nc2ccccc12,-4
COCCNC(=O)CCCCCn1c(=S)[nH]c2ccccc2c1=O,0
O=C(Cn1cccc1C(=O)c1ccccc1)NCc1ccc(Cl)cc1,5
COc1ccccc1CNC(=O)c1ccc(NS(=O)(=O)c2cccs2)cc1,1
c1ccc(-n2nnnc2Oc2cccc3cccnc23)cc1,-3
CCOc1ccccc1C1N=C(c2ccc(OC)cc2)CC(c2ccccc2O)N1 (stereo not drawn),7
CC(C)(C)n1nc2c(c1NC(=O)COc1ccc3ccccc3c1)CS(=O)C2 (stereo not drawn),5
CC1Cc2ccccc2N1C(=O)COC(=O)C1=COCCO1 (stereo not drawn),0
CNC(=S)N1C2CCCC1CC(NC(=O)c1ccc(C)cc1)C2 (stereo not drawn),-4
O=c1[nH]c(=O)c2nc(-c3ccc(Cl)cc3)cnc2[nH]1,3
NC(=O)c1ccsc1NC(=O)CSc1nnc(Nc2ccccc2)s1,3
CCn1c(SCC(=O)NN=Cc2cccc(OCc3ccccc3)c2)nnc1-c1ccc(OC)c(OC)c1,5
COc1cccc(CNc2nc3cc(-c4ccccc4CO)sc3c(=O)n2C)c1,2
Cc1ccc(NC2(C(F)(F)F)N=C(c3ccccc3)NC2=O)nc1 (stereo not drawn),5
COc1ccc(CCNC(=O)c2cnccn2)cc1,-3
Cc1onc(-c2ccccc2)c1CNC(=O)Nc1ccc(C(F)(F)F)cc1,0
Cc1ccc(NS(=O)(=O)c2ccc(C(=O)N3CCCCCCC3)cc2)cc1,-2
Cc1nc(C(=O)NCc2ccccc2)sc1C1(C)CC(c2cccnc2)=NO1 (stereo not drawn),-2
O=C(Nc1ccnn1C1CCN(Cc2ccc(C#CCCO)cc2)CC1)c1cccc(F)c1,4
COc1ccc2c(c1)c(=O)cc(C)n2CC(=O)NCc1ccco1,-2
O=C(NCCc1cccs1)C1CC(c2cccc([N+](=O)[O-])c2)=NO1 (stereo not drawn),3
COc1ccc(C2c3ccc(O)cc3Oc3ncn(Cc4ccco4)c(=N)c32)cc1 (stereo not drawn),-3
COc1ccc(Cl)cc1NC(=O)CCNS(=O)(=O)c1cccc2nonc12,-2
O=C(CCC1CCCC1)N1CCN(S(=O)(=O)c2ccc(Br)cc2)CC1,4
CC(C)(N[C@@H](Cc1ccccc1)C(=O)NCC(c1ccccc1)c1ccccc1)C(=O)NC1CCCCC1,5

# Other results follow:
SMILES,TbREL1 primary
CCCS(=O)(=O)Nc1c(C(=O)O)[nH]c2ccccc12,-3
Fc1ccc(CSc2ncnc3sc4c(c23)CCCC4)cc1,2
N#C/C(=C\c1ccc(OCCN2CCOCC2)cc1)C(=O)Nc1ccc(S(N)(=O)=O)cc1,0
CCc1nc(SCC(=O)Nc2ccc(Br)cn2)n[nH]1,4
O=C1Nc2ccccc2/C1=N/N=C/c1ccc(-c2ccc([N+](=O)[O-])cc2)o1,-2
COc1ccc(S(=O)(=O)N2CCCC(C(=O)NCc3ccncc3)C2)cc1 (stereo not drawn),0
O=C(CCN1CCCCC1)NNC(=S)NC(=O)c1ccc(Br)cc1,-4
O=C(c1ccc(S(=O)(=O)c2cccc(Cl)c2)c([N+](=O)[O-])c1)N1CCN(c2ccccn2)CC1,1
Nc1nnc(CC(=O)N/N=C/c2ccc(-c3ccc(Cl)cc3Cl)o2)s1,-4
CCCCn1c(N)c(N(CC(C)C)C(=O)CSCC(=O)Nc2cccc(C)c2)c(=O)[nH]c1=O,-4
CC(=O)Nc1cccc(C(=O)/C=C/c2cccs2)c1,0
Cc1cccc(C)c1NC(=O)C/C(N)=N/O,-2
CC(=O)N1CCN(C(=O)c2ccc(-n3c(C)ccc3C)cc2)CC1,1
Cc1nc(CN2CCCCC2)c(O)c(=O)[nH]1,-4
COc1ccc(O)c(C(=O)c2cnn(-c3ccc(Cl)cc3)c2)c1,5
CCc1nc(-c2cc3ccc(C)cc3[nH]c2=O)no1,-1
CC(=O)N1CCc2cc(S(=O)(=O)NC(CC(C)C)C(=O)Nc3ccc4c(c3)OCCO4)ccc21 (stereo not drawn),-3
CCCCN(C)C(=O)CN1C(=O)C2CCCCN2C(=O)c2ccccc21 (stereo not drawn),6

# An excerpt from above in order of formula weight, low to high:
SMILES,TbREL1 primary
Cc1cccc(C)c1NC(=O)C/C(N)=N/O,-2
CCc1nc(-c2cc3ccc(C)cc3[nH]c2=O)no1,-1
CC(=O)Nc1cccc(C(=O)/C=C/c2cccs2)c1,0
CCCS(=O)(=O)Nc1c(C(=O)O)[nH]c2ccccc12,-3
CC(=O)N1CCN(C(=O)c2ccc(-n3c(C)ccc3C)cc2)CC1,1
COc1ccc2c(c1)c(=O)cc(C)n2CC(=O)NCc1ccco1,-2
COc1ccc(O)c(C(=O)c2cnn(-c3ccc(Cl)cc3)c2)c1,5
Fc1ccc(CSc2ncnc3sc4c(c23)CCCC4)cc1,2
CCc1nc(SCC(=O)Nc2ccc(Br)cn2)n[nH]1,4
O=C(NCCc1cccs1)C1CC(c2cccc([N+](=O)[O-])c2)=NO1 (stereo not drawn),3
O=C1Nc2ccccc2/C1=N/N=C/c1ccc(-c2ccc([N+](=O)[O-])cc2)o1,-2
Cc1ccc(NS(=O)(=O)c2ccc(C(=O)N3CCCCCCC3)cc2)cc1,-2
COc1ccc(S(=O)(=O)N2CCCC(C(=O)NCc3ccncc3)C2)cc1 (stereo not drawn),0
Cc1nc(C(=O)NCc2ccccc2)sc1C1(C)CC(c2cccnc2)=NO1 (stereo not drawn),-2
Nc1nnc(CC(=O)N/N=C/c2ccc(-c3ccc(Cl)cc3Cl)o2)s1,-4
COc1ccc(C2c3ccc(O)cc3Oc3ncn(Cc4ccco4)c(=N)c32)cc1 (stereo not drawn),-3
O=C(CCN1CCCCC1)NNC(=S)NC(=O)c1ccc(Br)cc1,-4
O=C(CCC1CCCC1)N1CCN(S(=O)(=O)c2ccc(Br)cc2)CC1,4
O=C(Nc1ccnn1C1CCN(Cc2ccc(C#CCCO)cc2)CC1)c1cccc(F)c1,4
N#C/C(=C\c1ccc(OCCN2CCOCC2)cc1)C(=O)Nc1ccc(S(N)(=O)=O)cc1,0
CCCCn1c(N)c(N(CC(C)C)C(=O)CSCC(=O)Nc2cccc(C)c2)c(=O)[nH]c1=O,-4
O=C(c1ccc(S(=O)(=O)c2cccc(Cl)c2)c([N+](=O)[O-])c1)N1CCN(c2ccccn2)CC1,1
CC(=O)N1CCc2cc(S(=O)(=O)NC(CC(C)C)C(=O)Nc3ccc4c(c3)OCCO4)ccc21 (stereo not drawn),-3
CC(C)(N[C@@H](Cc1ccccc1)C(=O)NCC(c1ccccc1)c1ccccc1)C(=O)NC1CCCCC1,5

# Screening results as filed in PubChem BioAssay.
